SW480 rereplic = A quantitative high throughput screen for small molecules that induce DNA re-replication in SW480 colon adenocarcinoma cells | SW480 DNA re-replication, Hoechst DNA content imaging, 48 h | Potency, µM (series often up to 46.1 µM), without a hit: top-dose re-replication activation, actives largely listed as activators | actives 1.8% (n = 340,000); also: % of control where 0% means no effect; nearly all actives have a fitted effect of over 55% in size
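First, 250 cells per well were seeded. Next, compound or vehicle (23 nL) was pinned in, plates sat 48 hr at 37 C. Finally Hoechst was added for 40 min before fluorescence scanning.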
KB-3-1 tox = qHTS assay for MDR1-selective chemotherapeutics: Primary screen using the parental adenocarcinoma cell KB-3-1. KB-3-1 viability, CellTiter-Glo ATP luminescence, 72 h. Potency, µM (highest dose often 46.1 µM), for the others: at the top dose activity change, negative = cytotoxic, actives largely listed as cytotoxic. actives 1.4% (n = 400,000). AID 1347075, 2019; also: % is scaled to controls: 0 for no effect and ±100 for the full control effect; nearly all actives have a fitted effect of over 60% in size
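Screening of KB-3-1 cells (DMEM, 10% FBS, phenol-red free) ran from lowest to highest compound concentration; after 72 h at 37 °C viability was read luminescently and curves fitted.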
KB-V1 cytotox = qHTS assay for MDR1-selective chemotherapeutics: Primary screen using the drug-selected MDR subline cells KB-V1; actives 3.4% (n = 400,000); Potency, µM (series often up to 46.1 µM), inactives show at the highest dose activity change, negative = cytotoxicity, usual class: cytotoxic; KB-V1 MDR cells viability, CellTiter-Glo, 72 h; AID 1347076, 2019; also: % is scaled to controls: 0 for no effect and ±100 for the full control effect; nearly all actives have a fitted effect of over 60% in size
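qHTS viability screen in drug-selected KB-V1 MDR cells: 72 h compound treatment at 37 degrees C, ATP luminescence end point.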
GLP1R cytotox = qHTS of GLP-1 Receptor Inverse Agonists: Cytotox Screen. actives 0.13% (n = 410,000). Potency, µM (highest dose often 38.3 µM), for inactives: at the top dose activity change, negative = inhibition, usual class: inhibitors. HEK293 cAMP-luciferase reporter cells, luminescence, 24 h;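 also: loss of luciferase light is scored as toxicity; % is scaled to controls: 0 for no effect and ±100 for the full control effect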
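1536-well qHTS counterscreen of the MLSMR; 200 cells/uL, 12 h pre-incubation, 23 nL cpd, 24 h at 37 deg C 5% CO2, luciferase detection reagent, 12 min RT, luminescence. Inhibition = undesired.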
TDP-43 yeast inh = qHTS of TDP-43 Inhibitors; TDP-43 expressing yeast growth rescue, BacTiter-Glo, 24 h; Potency, µM (series often up to 46.1 µM), for inactives: at the highest dose growth rescue (activation), hits mostly activators; actives 1.8% (n = 410,000); also: % of control where 0% means no effect; nearly all actives have a fitted effect of over 50% in size
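Yeast cells expressing TDP-43 under galactose induction are exposed to compounds for 24 hr at 30 deg C. BacTiter-Glo luminescence measures growth, so protective compounds score as activators.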
HT1080-NT tox = qHTS for induction of synthetic lethality in tumor cells producing 2HG: qHTS for the HT-1080-NT fibrosarcoma cell line. HT-1080-NT fibrosarcoma viability, CellTiter-Glo ATP luminescence, 48 h. Potency, µM (doses to about 46.1 µM), for inactives: at the top dose activity, negative = less viability, most hits filed as cytotoxic. actives 1.6% (n = 360,000). AID 686970, 2013;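 also: NT is the 2HG producing partner of a matched IDH1 knockdown line; 0% = DMSO-treated cells and -100% = media-only wells without cells; nearly all actives have a fitted effect of over 55% in size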
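A 48-hour cytotoxicity screen used HT-1080-NT cells plated 2 hours before compound delivery. ATP-based CellTiter-Glo luminescence measured viability, normalized to DMSO and no-cell controls.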
GLP-1R inv ag = qHTS of GLP-1 Receptor Inverse Agonists (Inhibition Mode) | Potency, µM (highest dose often 38.3 µM), for the others: at the highest dose activity change, negative = inhibition, usual class: inhibitors | HEK293 GLP-1R CRE-luciferase, luminescence, 24 h; GLP-1R form is constitutively active | actives 1.6% (n = 410,000) | AID 624417, 2012; also: % is scaled to controls: 0 for no effect and ±100 for the full control effect; nearly all actives have a fitted effect of over 55% in size
Target sequence (P43220 whole entry, looked up): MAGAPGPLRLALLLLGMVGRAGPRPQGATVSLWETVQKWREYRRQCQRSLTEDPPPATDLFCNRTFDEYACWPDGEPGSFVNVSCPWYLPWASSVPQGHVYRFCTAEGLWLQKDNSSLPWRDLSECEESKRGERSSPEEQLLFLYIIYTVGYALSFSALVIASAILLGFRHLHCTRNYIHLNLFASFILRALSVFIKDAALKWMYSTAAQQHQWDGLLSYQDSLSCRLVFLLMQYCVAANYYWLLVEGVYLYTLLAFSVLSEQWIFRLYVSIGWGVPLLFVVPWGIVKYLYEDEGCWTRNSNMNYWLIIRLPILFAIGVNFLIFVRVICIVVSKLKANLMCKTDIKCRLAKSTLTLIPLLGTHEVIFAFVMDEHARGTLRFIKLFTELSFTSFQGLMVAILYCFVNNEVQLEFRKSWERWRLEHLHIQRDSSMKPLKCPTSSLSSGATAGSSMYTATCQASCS
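HEK293 cells stably co-expressing constitutively active GLP-1R and a cAMP-responsive luciferase reporter were seeded in DMEM with 10% Nu serum, given compounds after 12 h, and incubated 24 h at 37 deg C. Luminescence was then read.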
HT1080 IDH1KD tx = qHTS for induction of synthetic lethality in tumor cells producing 2HG: qHTS for the HT-1080-IDH1KD cell line. Potency, µM (top dose mostly 46.1 µM), for inactives: top-dose activity, negative = toxicity, actives largely listed as cytotoxic. actives 2% (n = 360,000). AID 686971, 2013. HT-1080 IDH1 knockdown viability, ATP luminescence, 48 h;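 also: 0% = DMSO wells and -100% = cell-free medium wells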
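Luminescent ATP read-out (CellTiter-Glo, 10 min at room temperature) after 48 h compound exposure at 37 °C gave viability of IDH1-knockdown HT-1080 cells. Activity was normalised to DMSO and cell-free wells, then fitted as concentration-response curves.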
GLP-1R agonist = qHTS of GLP-1 Receptor Agonists. Glucagon-like peptide 1 receptor (Homo sapiens), P43220. HEK293 GLP-1R CRE-luciferase, luminescence, 4-6 h; cells express a hypersensitive GLP-1R form. Potency, µM (doses to about 45.6 µM), without a hit: at the top dose activation, usual class: activators. actives 0.007% (n = 380,000). AID 624172, 2012; also: % of control where 0% means no effect
An asterisk follows results filed as active; ? = inconclusive; / = not tested or not shown; [ ] = another dose, or the depositor's remark. Calls follow the shape of the dose curve; as a rule, active = well fitted curve in the direction sought with a large enough effect; inconclusive = small, poorly fitted or top-dose-only effect, or another doubt; inactive = no such curve, though single readings can be large; an effect the other way counts as inactive or inconclusive. Potency is read from the fitted curve at half-maximal effect.

The opening 2 records, ahead of the listing:
SMILES	SW480 rereplic	KB-3-1 tox	KB-V1 cytotox	GLP1R cytotox	TDP-43 yeast inh	HT1080-NT tox	GLP-1R inv ag	HT1080 IDH1KD tx	GLP-1R agonist
CCCN(C(=O)C1CC(=O)N(c2ccccc2C(C)CC)C1)C1CCS(=O)(=O)C1 (stereo not given)	0%	6%	-16%	-16%	0%	4%	-18%	6%	-3%
CCC(C)(C)NC(=O)c1cc(S(=O)(=O)N2CCCCC2)ccc1N1CCOCC1	0%	5%	-12%	-3%	-7%	6%	16%	-6%	14%

This part in full, repeating the preview:
SMILES	SW480 rereplic	KB-3-1 tox	KB-V1 cytotox	GLP1R cytotox	TDP-43 yeast inh	HT1080-NT tox	GLP-1R inv ag	HT1080 IDH1KD tx	GLP-1R agonist
CCCN(C(=O)C1CC(=O)N(c2ccccc2C(C)CC)C1)C1CCS(=O)(=O)C1 (stereo not given)	0%	6%	-16%	-16%	0%	4%	-18%	6%	-3%
CCC(C)(C)NC(=O)c1cc(S(=O)(=O)N2CCCCC2)ccc1N1CCOCC1	0%	5%	-12%	-3%	-7%	6%	16%	-6%	14%
O=C(CCc1ccccc1)NNC(=O)c1ccc(Br)cc1	-6%	0%	11%	3%	-16%	-2%	-19%	10%	12%
COC(=O)c1cc(C#N)c(Oc2ccccc2OC)nc1C	?	?	?	-6%	-23%	-4%	2%	-2%	1%
O=C(O)CCCCCCCCCCP(=O)(c1ccccc1)c1ccccc1	-11%	1%	5%	6%	-17%	7%	-6%	2%	10%
O=c1cc(CN2CCOCC2)c2ccccc2o1	/	0%	8%	6%	4%	6%	22%	10%	-3%
Cn1c(N)c(C(=O)CSc2nnc(Cc3cccs3)n2C2CC2)c(=O)n(C)c1=O	-5%	10%	0%	-18%	19%	6%	22%	9%	-19%
COC(=O)NCC(c1ccco1)N1CCN(c2ccc(F)cc2)CC1 (stereo not given)	-4%	?	1%	-11%	1%	5%	-12%	11%	5%
Cc1c(C(=O)Nc2cccc(-c3nnc4n3CCCCC4)c2)oc2ccccc12	-33%[inhibitor]	-5%	?	1%	19%	-15%	-4%	-20%	10%
CCOC(=O)C1(C)CCN1C(=O)c1ccc(C)cc1 (stereo not given)	/	0%	23%	2%	12%	12%	1%	?	4%
COc1ccc2c(c1)C(=C(C#N)C#N)C(=O)N2CCc1ccccc1	-1%	-1%	16%	-4%	7%	-1%	35%[activator]	-27%	9%
CCOC(=O)C1(CCCc2ccccc2)CCN(C(=O)CN2C(=O)CSC2=O)CC1	-2%	-2%	?	0%	18%	-22%	?	-4%	8%
Cc1ccc(NC(=O)CSc2[nH]c(=O)ncc2C)cc1	/	-1%	5%	-2%	1%	/	10%	/	/
CCN(CC)S(=O)(=O)c1ccc(F)c(C(=O)NCCC(C)C)c1	1%	2%	3%	3%	-14%	10%[9.24 µM]	-3%	-5%	29%
O=C(CCNc1ccc(F)cc1)c1cccc([N+](=O)[O-])c1	?	9%	17%	12%	8%	?	0%	?	-11%
C=CCNC(=S)NNC(=O)c1ccc(OCCCC)cc1	-2%[9.22 µM]	9%	4%	?	9%	1%	?	-1%	4%
O=C(Nc1nc(-c2ccc(Cl)s2)cs1)c1ccncc1	-3%	?	6.5µM*	3%	1%	1%	15%	-3%	-2%
COc1ccc(CNC(=O)C2CCN(S(=O)(=O)c3ccc4c(c3)CC(C)N4C(=O)C3CC3)CC2)cc1 (stereo not given)	0%	-15%	-13%	-7%	-13%	-6%	13%	-15%	17%
COC(=O)c1cc(C(=O)OCC(=O)NC2CCCCCCC2)cc([N+](=O)[O-])c1	3%	3%	0%	-5%	?	0%	21%	3%	13%
Fc1ccc(-c2cc(C(F)(F)F)nc(NCC3CCCO3)n2)cc1 (stereo not given)	-2%	-1%	?	9%	?	-1%	?	-1%	-1%
N#CCC(=O)Nc1ccc(C(=O)OCc2ccccc2Oc2ccccc2)cc1	?	-7%	?	5%	?	-6%	?	?	26%
CC1(C)OC(C)(C)/C(=C/Nc2ccccc2)C1=O	-2%	-1%	-1%	-3%[1.53 µM]	19%	3%	-11%	0%	11%
O=C(Cc1ccc(Br)cc1)Nc1ncc([N+](=O)[O-])s1	6%	21µM*	?	-25%	19%	?	?	?	-3%
CC(=O)N(C)/C=C1\Sc2ccccc2C1=O	-6%	1%	12%	-24%	4%	5%	-11%	2%[9.24 µM]	-14%
Cc1ccc(-c2nc(CS(=O)CC(=O)O)c(C)o2)cc1 (stereo not given)	/	-16%	?	-10%	-21%	/	8%	/	/
COc1cc(OC)cc(C(=O)NC(=S)Nc2cccnc2)c1	-7%	2%	-4%	8%	23%	0%	1%	-2%	13%
CCOC(=O)CNC(=O)CSc1nnc(-c2ccccc2)n1Cc1ccco1	-6%	10%	0%	-19%	4%	-13%	-19%	-7%	-6%
CCOC(=O)c1c(S(=O)(=O)NCC(=O)Nc2ccc(C)c(Cl)c2)c(C)n(C)c1C	/	-3%	-7%	0%	16%	/	-6%	/	/
O=C(NCC(c1ccco1)N1CCN(c2ccc(F)cc2)CC1)C(=O)NC1CC1 (stereo not given)	-12%	-3%	-19%	13%	12%	8%	7%	2%	-3%
O=C(Nc1ccc(N2CCOCC2)c(Cl)c1)c1ccc2c(c1)OCCO2	-2%	0%	-13%	0%	20%	1%	9%	-7%	7%
O=C(Nc1ccc2c(c1)OCCO2)C(C1CC1)n1c(=O)c(-c2ccccc2)nc2ccccc21 (stereo not given)	/	-1%	-13%	-1%	?	12%	-15%	0%	/
CC(C)(C)c1cc(C(=O)NNC(=O)c2ccc(Cl)cc2)no1	-11%	7%	-11%	-8%	1%	-18%	29%	-2%	-1%
COc1ccc2c(c1)OC[C@H]1[C@@H]2N2C(=O)[C@@H](C)NC(=O)[C@@]2(C)[C@H]1c1ccccc1	-43%[inhibitor]	-3%	-4%	-24%	17%	4%	3%	1%	15%
O=C(COC(=O)CC1CCCCC1)Nc1c(Cl)cccc1Cl	19%	15%	14%	1%	-8%	7%	19%	20%	-1%
O=C(c1ccco1)N1CCN(c2cc(=O)n(C3CCCCC3)c(=O)[nH]2)CC1	-11%	-5%	19%	2%	10%	8%	52%[activator]	9%	-16%
Cc1csc(Nc2nc(N)c(C(=O)Nc3ccccc3)o2)n1	-8%	24%	1%	1%	6%	24%	-23%	13%	3%
CCCCC(=O)N1CCc2cc(OC)c(OC)cc2C1COc1ccc(OC)cc1 (stereo not given)	/	4%	?	1%	/	/	-14%	/	29%
Cc1ccccc1NC(=S)NCCc1ccccn1	?	2%	-11%	1%	27%	14%	-8%	13%	8%
CC(=O)Nc1ccc(OS(=O)(=O)c2ccccc2C)cc1	1%	-1%	-11%	-2%	17%	3%	10%	1%	7%
Cc1ccc(COc2ccc(S(=O)(=O)N3CCCC3)cc2C(N)=O)cc1	15%	?	-22%	1%	-6%	-13%	13%	0%	5%
Cc1cc(C)n(C(=O)COc2c(C)cccc2C)n1	1%	-1%	0%	-9%	2%	21%	4%	11%	-8%
CC1CCN(S(=O)(=O)N2CCC(C(=O)NC(C)c3ccccc3)CC2)CC1 (stereo not given)	/	-1%	?	2%	14%	1%	23%	-4%	-1%
CC(NCC(=O)Nc1cc(S(=O)(=O)N2CCCCCC2)ccc1Cl)c1ccccc1 (stereo not given)	-17%	5%	-18%	-1%	8%	?	?	-24%	7%
CCOc1c(Br)cc(C(=O)NCCCn2ccnc2)cc1OC	3%	0%	2%	0%	9%	11%	14%	14%	7%
O=C(Nc1ccccc1)Nc1ccc(Br)cc1F	-6%	-19%	-12%	-14%	4%	7%	23%	-1%	-6%
Cn1c(=O)c2c(nc(CN3CCN(c4ccccc4F)CC3)n2CCN2CCOCC2)n(C)c1=O	-2%	26%	?	2%	0%	3%	7%	9%	-5%

Look-ups from the results shown.
Result for Cc1cc(C)n(C(=O)COc2c(C)cccc2C)n1 in GLP1R cytotox: -9%
Result for Cn1c(=O)c2c(nc(CN3CCN(c4ccccc4F)CC3)n2CCN2CCOCC2)n(C)c1=O in TDP-43 yeast inh: 0%
Result for CC(NCC(=O)Nc1cc(S(=O)(=O)N2CCCCCC2)ccc1Cl)c1ccccc1 (stereo not given) in SW480 rereplic: -17%

Sorted by heavy-atom count (high to low): part of the list above
SMILES	SW480 rereplic	KB-3-1 tox	KB-V1 cytotox	GLP1R cytotox	TDP-43 yeast inh	HT1080-NT tox	GLP-1R inv ag	HT1080 IDH1KD tx	GLP-1R agonist
Cc1csc(Nc2nc(N)c(C(=O)Nc3ccccc3)o2)n1	-8%	24%	1%	1%	6%	24%	-23%	13%	3%
C=CCNC(=S)NNC(=O)c1ccc(OCCCC)cc1	-2%[9.22 µM]	9%	4%	?	9%	1%	?	-1%	4%
CCOC(=O)C1(C)CCN1C(=O)c1ccc(C)cc1 (stereo not given)	/	0%	23%	2%	12%	12%	1%	?	4%

Compound activity: PubChem BioAssay, National Center for Advancing Translational Sciences (NCATS)
